UGM FP inh = inhibitors of M. tuberculosis UDP-galactopyranose mutase. actives 0.06% (n = 320,000). inhibition, % at 10 µM. P9WIQ1. purified UGM, fluorescence polarization probe displacement; in the data active = inhibition above about 10%, passing the limit was not always enough
GDH-TPI inh = counter-screen for M. tuberculosis FBA inhibitors: GDH-TPI coupled enzymes; GDH-TPI coupled enzyme counterscreen, NADH absorbance; inhibition, % at 4.8 µM; actives 1.2% (n = 360,000); in the data active = inhibition above about 30%;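 note: 0% = DMSO wells and 100% = wells lacking the enzyme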
TcdB inh = blocks C. difficile toxin B glycohydrolase activity. P18177. TcdB glycohydrolase enzymatic assay, plate reader. inhibition, % at 9.99 µM. actives 0.24% (n = 350,000). AID 652162; in the data active = inhibition above about 10%
Target sequence (P18177 whole entry, looked up): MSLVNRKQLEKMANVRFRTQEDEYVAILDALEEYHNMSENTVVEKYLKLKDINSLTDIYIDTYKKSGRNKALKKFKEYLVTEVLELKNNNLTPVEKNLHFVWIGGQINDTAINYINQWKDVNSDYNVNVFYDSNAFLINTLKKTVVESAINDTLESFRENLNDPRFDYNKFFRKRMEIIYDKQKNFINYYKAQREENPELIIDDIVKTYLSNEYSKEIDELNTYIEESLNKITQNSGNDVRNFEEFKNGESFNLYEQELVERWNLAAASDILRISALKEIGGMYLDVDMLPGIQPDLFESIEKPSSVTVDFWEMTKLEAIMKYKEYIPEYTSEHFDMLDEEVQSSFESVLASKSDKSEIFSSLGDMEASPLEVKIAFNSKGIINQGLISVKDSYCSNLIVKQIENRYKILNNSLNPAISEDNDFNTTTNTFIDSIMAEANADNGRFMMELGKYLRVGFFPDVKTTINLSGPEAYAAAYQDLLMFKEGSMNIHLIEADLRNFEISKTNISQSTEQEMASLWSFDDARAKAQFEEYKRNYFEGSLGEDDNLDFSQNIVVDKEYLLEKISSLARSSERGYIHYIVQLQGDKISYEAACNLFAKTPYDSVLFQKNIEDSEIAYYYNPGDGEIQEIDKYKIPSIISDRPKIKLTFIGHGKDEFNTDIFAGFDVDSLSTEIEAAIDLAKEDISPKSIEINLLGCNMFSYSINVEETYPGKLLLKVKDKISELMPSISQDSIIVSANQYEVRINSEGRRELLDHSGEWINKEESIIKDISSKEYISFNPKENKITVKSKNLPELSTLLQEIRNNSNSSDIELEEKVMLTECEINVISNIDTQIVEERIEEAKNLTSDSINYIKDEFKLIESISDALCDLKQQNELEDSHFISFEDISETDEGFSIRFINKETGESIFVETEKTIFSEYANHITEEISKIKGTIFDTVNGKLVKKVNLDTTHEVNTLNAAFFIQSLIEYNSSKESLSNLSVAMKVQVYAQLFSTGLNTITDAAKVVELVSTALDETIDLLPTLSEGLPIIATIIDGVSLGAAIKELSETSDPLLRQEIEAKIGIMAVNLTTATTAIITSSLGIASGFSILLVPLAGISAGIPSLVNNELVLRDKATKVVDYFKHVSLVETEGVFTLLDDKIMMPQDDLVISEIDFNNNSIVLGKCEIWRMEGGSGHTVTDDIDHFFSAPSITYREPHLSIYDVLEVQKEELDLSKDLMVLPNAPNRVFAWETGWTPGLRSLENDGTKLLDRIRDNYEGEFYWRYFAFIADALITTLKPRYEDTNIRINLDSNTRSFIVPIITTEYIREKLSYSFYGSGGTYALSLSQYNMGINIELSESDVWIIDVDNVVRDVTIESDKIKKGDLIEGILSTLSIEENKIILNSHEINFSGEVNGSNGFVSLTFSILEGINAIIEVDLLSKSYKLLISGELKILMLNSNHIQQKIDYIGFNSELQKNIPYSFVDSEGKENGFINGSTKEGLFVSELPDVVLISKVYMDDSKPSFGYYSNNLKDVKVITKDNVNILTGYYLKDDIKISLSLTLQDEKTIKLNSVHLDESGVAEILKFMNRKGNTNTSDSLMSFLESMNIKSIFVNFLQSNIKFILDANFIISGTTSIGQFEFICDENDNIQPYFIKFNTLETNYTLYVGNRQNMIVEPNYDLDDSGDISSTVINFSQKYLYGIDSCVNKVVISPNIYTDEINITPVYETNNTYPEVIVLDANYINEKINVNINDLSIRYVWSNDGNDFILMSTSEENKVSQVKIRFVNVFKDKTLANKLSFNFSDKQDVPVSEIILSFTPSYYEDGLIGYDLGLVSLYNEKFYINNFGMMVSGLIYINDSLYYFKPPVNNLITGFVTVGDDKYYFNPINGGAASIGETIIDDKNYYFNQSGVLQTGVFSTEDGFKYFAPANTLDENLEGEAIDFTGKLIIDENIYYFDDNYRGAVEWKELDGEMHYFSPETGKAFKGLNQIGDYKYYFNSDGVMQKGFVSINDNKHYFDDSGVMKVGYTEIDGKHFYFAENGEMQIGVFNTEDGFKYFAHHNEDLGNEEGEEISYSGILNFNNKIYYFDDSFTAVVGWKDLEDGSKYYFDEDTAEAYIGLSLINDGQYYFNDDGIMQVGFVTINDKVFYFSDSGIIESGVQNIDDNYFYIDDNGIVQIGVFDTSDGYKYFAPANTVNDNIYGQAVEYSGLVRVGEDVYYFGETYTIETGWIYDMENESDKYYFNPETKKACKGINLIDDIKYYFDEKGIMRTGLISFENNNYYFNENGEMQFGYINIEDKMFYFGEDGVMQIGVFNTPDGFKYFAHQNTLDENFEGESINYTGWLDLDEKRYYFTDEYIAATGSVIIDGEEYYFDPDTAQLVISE
PfHsp40 rescue = rescue of PfHsp40-mediated yeast toxicity; S. cerevisiae expressing PfHsp40, growth rescue, ATP luminescence; growth rescue, % at 12.5 µM; actives 0.68% (n = 340,000); in the data active = growth rescue above about 28%, passing the limit was not always enough;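 note: yeast W303a lacking pdr1 and pdr3 grown in galactose medium; growth measured after three days at 30 °C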
FadD28 FP inh = inhibitors of Mycobacterium tuberculosis FadD28 bisubstrate binding; FadD28 bisubstrate probe binding, fluorescence polarization; AID 588549; inhibition, % at 12.5 µM; actives 0.22% (n = 360,000); in the data active = inhibition above about 8.5%, passing the limit was not always enough
Mtb FBA inh = inhibits M. tuberculosis FBA enzyme | AID 588726 | P9WQA3 | actives 2.3% (n = 360,000) | purified M. tuberculosis FBA, fluorescence read-out | inhibition, % at 1 µM; in the data active = inhibition above about 27%;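 note: 0% = vehicle and 100% = reference inhibitor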
Vc quorum ag = induces V. cholerae light production without autoinducers; activation, % at 18.7 µM; V. cholerae BH1578 lux reporter, luminescence, 6 h; actives 0.16% (n = 350,000); AID 588436; in the data active = activation mostly above about 9.7%, no sharp cut-off; note: not every result past the cut was called active; inactives centre near 0; reference of the scale not given here
Mtb BioA inh = inhibitors of Mycobacterium tuberculosis BioA enzyme; purified M. tuberculosis BioA enzyme, plate reader; actives 0.096% (n = 360,000); inhibition, % at 9.99 µM; in the data active = inhibition above about 40%
Y pestis TopoI = blocks Yersinia pestis topoisomerase I activity | Y. pestis Topo-I cleavage product accumulation, plate reader | activity, % at 10 µM | actives 0.064% (n = 360,000) | AID 504884; in the data active = activity above about 50%, passing the limit was not always enough; note: inactives centre near 2
* marks the source's active call; other numbers are inactive results; i = inactive; . = no result given; & = joins results of further samples. Compounds were not picked by outcome. About 4.6% of those tested had a hit in this group.

Below each compound – UGM FP inh	GDH-TPI inh	TcdB inh	PfHsp40 rescue	FadD28 FP inh	Mtb FBA inh	Vc quorum ag	Mtb BioA inh	Y pestis TopoI
1) CCc1cccc(C)c1NC(=O)C1CC(=O)N(C2CCCC2)C1 (stereo unspecified)
    3.4	4.0	-1.7	0.1	.	0.9	-1.2	-3.0	-0.4
2) O=C(CCc1ccc(S(=O)(=O)NC2CCCCC2)cc1)NCc1ccc(Cl)cc1
    -1.5	-9.3	.	0.8	-2.1	1.7	-0.4	0.6	28.6
3) c1ccc(NC2=NCCN2CCC2CCCCC2)cc1
    -1.1	2.2	0.3	0.9	-3.0	-2.5	i	-2.4	-1.3
4) C[C@H](CO)N1C[C@H](C)[C@@H](CN(C)S(C)(=O)=O)Oc2ccc(NC(=O)CCC(F)(F)F)cc2C1=O
    -0.5	1.4	-0.3&0.3	-1.0	1.0	2.2	0.8	0.5&11.1	3.1
5) C=CC[N+](C)(C)c1ccc(CCC(=O)CCc2ccc([N+](C)(C)CC=C)cc2)cc1
    .	-17.9	-2.5	-0.7	-4.0	1.1	i	-0.7	-4.4
6) COc1ccc(S(=O)(=O)N(C)CC(=O)N2CCOCC2)cc1
    -2.6	10.2	1.7	1.1	-0.3	-0.2	i	-2.8	-3.4
7) Cc1ccccc1-n1nc(C)c2cc(C(=O)NCc3cccnc3)sc21
    4.2	-5.2	.	0.2	-5.7	21.8	-0.2	.	-3.5
8) Cc1noc(NS(=O)(=O)c2ccc(N/C=C/C(=O)c3ccc4c(c3)OCO4)cc2)c1C
    1.3	-1.6	.	0.0	-0.9	-2.3	-0.6	1.0	-8.3
9) c1ccc(COc2ccccc2CNCc2cccnc2)cc1
    -1.3	0.0	.	-0.9	-2.3	-1.4	-1.4	0.1	2.3
10) Cc1ccccc1C(=O)NC(NCC1CCCO1)C(Cl)(Cl)Cl (stereo unspecified)
    -1.1	-4.1	.	0.6	-4.8	-2.2	-5.3	-0.3	-5.8
11) COc1ccc2cc(C(c3nnnn3CCc3ccccc3)N3CCCC(C)C3)c(=O)[nH]c2c1 (stereo unspecified)
    0.3	27.1	.	-0.2	-1.6	1.4	-3.6	-6.7	-0.1
12) CCCc1cc(C(=O)N2CCCC(Cc3ccccc3C)(C(=O)OCC)C2)no1 (stereo unspecified)
    0.0	-5.2	0.6	8.3	-0.9	0.8	i	0.8	22.6
13) CC(=O)N1CCOc2ccc(S(=O)(=O)N3CCC(C)CC3)cc21
    -0.1	0.0	0.6	-0.3	-2.5	1.0	-4.6	0.9	-4.4
14) Cc1cc(C(=O)N2CCC2(C)C(=O)NS(=O)(=O)c2cccc(OC(F)F)c2)nn1C (stereo unspecified)
    .	7.5	-4.2	.	0.9	-0.5	-0.6	0.0	1.3
15) Cc1ccc(/C(O)=C2/C(=O)C(=O)N(CCN3CCOCC3)C2c2cccnc2)cc1 (stereo unspecified)
    -3.9	33.0*	.	0.8	-1.3	-1.4	-0.2	-3.3	-5.4

Below each compound – UGM FP inh	GDH-TPI inh	TcdB inh	PfHsp40 rescue	FadD28 FP inh	Mtb FBA inh	Vc quorum ag	Mtb BioA inh	Y pestis TopoI
16) CCOC(=O)c1c(C)[n+](-c2ccc(C)cc2)c(CC)c2cc(OC)c(OC)cc12
    -1.7	11.2	-0.6	-0.5	-0.8	40.5*	i	77.2*	1.7
17) CC1=CC(C)C2(COC(=O)Nc3ccccc3)COC(C)C1C2C (stereo unspecified)
    -0.9	3.5	1.4	-0.7	0.3	3.5	i	.	-12.7
18) COc1cc(NC(=O)CCN2CCN(Cc3ccccc3)CC2)cc(OC)c1
    -0.9	-4.0	.	-0.6	-4.7	0.2	i	-1.3	7.9
19) CCn1c(CNC(=O)c2ccc(OC)c(OC)c2)nnc1SCC(=O)Nc1ccccc1
    -1.6	-1.1	-0.2	-0.8	-3.2	1.8	-0.2	4.1	-4.2
20) COc1cccc(-c2nnc(-c3ccccc3[N+](=O)[O-])o2)c1
    0.3	7.4	0.8	-0.7	-3.3	1.4	i	-0.3	11.2
21) COc1ccc(CCNC(=O)c2ccc(Cl)cc2)cc1OC
    3.3	-1.9	0.1	-1.2	-2.6	0.9	12.3	13.5	-3.2
22) COc1cccc(Sc2ccccc2/C=N/NC(N)=O)c1
    0.9	2.2	1.0	0.0	-2.4	-3.6	i	.	34.1
23) CC(=O)c1c(O)cc(O)c(C(C)=O)c1O
    2.9	9.8	.	-0.8	-2.2	0.7	-0.4	-1.3	1.1
24) CCN(CC)S(=O)(=O)c1ccc(C(=O)NCc2ccc3c(c2)cc(C)n3C)cc1
    -2.2	-1.9	0.4	0.3	-0.7	-3.5	i	-1.2	13.3
25) Cc1cc(C)n(-c2nc3ccccc3c(=O)n2OCC(=O)N(C)C)n1
    1.2	-1.9	.	-0.9	0.3	6.9	2.3	0.2	-0.8
26) CCCN[C@@H]1C(=O)N2C(C(=O)OCCC)=C(C)CS[C@H]12
    0.7	2.5	1.2	-0.4	-2.9	-1.4	i	-0.1	3.8
27) N/C(=N\OC(=O)/C=C/c1ccccc1Cl)c1ccncc1
    4.3	-1.6	0.7	-1.1	1.2	-0.9	-0.4	.	10.0
28) COc1ccc(/C=N/NC(=O)C2COc3ccccc3O2)cc1OC (stereo unspecified)
    1.5	11.0	0.0	-0.4	-2.0	2.4	-0.3	.	-4.0
29) Cc1ccc(-c2nn3c(C)nnc3s2)cc1NC(=O)c1cccnc1
    -1.1	-2.4	.	-0.7	-2.7	-1.6	-0.4	0.0	-6.5
30) O=C(CSc1nc2ccccc2c(=O)n1-c1ccc(F)cc1F)NC1CC1
    .	10.0	4.2	.	-1.4	3.5	-5.3	0.8	5.9

Below each compound – UGM FP inh	GDH-TPI inh	TcdB inh	PfHsp40 rescue	FadD28 FP inh	Mtb FBA inh	Vc quorum ag	Mtb BioA inh	Y pestis TopoI
31) COc1ccc(-c2noc(N3CCC(C(=O)NCCCN4CCCC(C)C4)CC3)n2)cc1 (stereo unspecified)
    1.0	10.6	0.6	-0.2	-3.9	-3.3	i	-0.8	1.3
32) Cc1ccc(C(=O)Nc2ccccc2C(=O)N2CC3(C)CC2CC(C)(C)C3)cc1 (stereo unspecified)
    -2.4	6.2	.	3.7	1.2	1.9	-0.4	1.6	11.4
33) Cc1nnc(N2CCC(C(=O)N3CCCCC3)CC2)c2nn(-c3ccc(Cl)cc3)c(C)c12
    -1.4	10.6	.	-1.2	-2.1	13.5	-5.6	51.0*	24.9
34) C=CCc1cccc(OC)c1OCCOCCn1ccnc1
    -1.6	8.2	-3.7	-0.5	-2.0	3.2	-0.4	-2.0	-3.4
35) O=C(C[C@H]1C[C@H](C(=O)N2CCOCC2)[C@@]2(CCC3CCCC3)c3[nH]c4cc(-c5ccco5)ccc4c3CCN2C1=O)NCCCn1ccnc1
    .	13.7	0.9	-2.2	-1.1	9.7	-0.2	-0.8	27.2
36) Nc1nc(=S)ss1
    .	13.2	1.4	-1.2	0.5	0.7	i	-2.8	13.3
37) COc1cc(COC(=O)Oc2ccc(CNC(C)=O)cc2OC)c([N+](=O)[O-])cc1OC
    -1.8	5.8	-8.9	-0.8	-3.0	0.0	2.8	1.1	4.6
38) CCc1nnc(NC(=O)[C@@H](NC(=O)c2ccc(OC)cc2)C(C)C)s1
    3.1	6.2	0.1	1.1	-4.7	-2.0	i	.	-1.0
39) CSc1cccc(NC(=O)C2CC(=O)N(Cc3ccccc3)C2)c1 (stereo unspecified)
    -1.0	0.0	-2.5	-0.3	-2.4	-2.4	-0.4	4.4	8.2
40) CN1C(=O)C2(C(C#N)=C(N)N(c3ccc(Cl)cc3)C3=C2C(=O)CC(C)(C)C3)c2ccccc21 (stereo unspecified)
    1.7	14.4	.	-0.4	0.9	-1.4	-0.2	1.9	11.7
41) C=CC1=CCN(S(=O)C(C)(C)C)[C@H]1CCO (stereo partly specified)
    .	2.1	0.8	0.4	-0.1	3.1	i	-0.6	5.7
42) CCOCCCNS(=O)(=O)c1cc(Br)cc2c1N(C(=O)C1CC1)CC2
    -2.7	5.9	.	1.4	-2.3	-2.4	-0.3	2.1	1.3
43) CCn1cc(C(=O)NCCO)c(=O)c2cc(F)c(N3CCN(C)CC3)cc21
    -0.5	1.5	0.8	-0.6	-4.8	12.9	-0.3	-4.1	-8.1
44) COCCNC(=O)COc1ccccc1C
    2.8	-10.7	.	0.6	-3.2	-0.1	-0.4	-1.3	-4.3
45) Cc1cccc(/C(N)=N/OC(=O)c2ccco2)c1
    -1.0	3.8	-0.1	0.0	0.5	-2.5	.	0.3	0.5

Below each compound – UGM FP inh	GDH-TPI inh	TcdB inh	PfHsp40 rescue	FadD28 FP inh	Mtb FBA inh	Vc quorum ag	Mtb BioA inh	Y pestis TopoI
46) O=C(Cc1cccc(F)c1F)NC1CCCN(Cc2ccc(Cl)cc2)C1 (stereo unspecified)
    3.6	0.5	0.1	1.5	-0.7	0.8	-0.3	0.9	-0.1
47) Cc1ccc(-c2cnc3c(c2)C(=O)N([C@H](C)CO)C[C@H](C)[C@@H](CN(C)Cc2ccccc2F)O3)cc1
    .	3.1	1.7&-0.5&-0.3	.	-3.6	-1.7	i	0.4&1.0&2.4	34.8
48) CCN1CCN(C(=O)/C=C/c2ccc([N+](=O)[O-])cc2)CC1
    2.7	14.3	.	-2.0	1.0	0.3	0.3	.	3.1
49) COc1ccc2[nH]c3c(=O)n(CCN4CCOCC4)cnc3c2c1
    0.6	30.9*	2.5	-1.1	-3.0	151.6*	-0.6	-0.8	-1.5
50) c1cncc(-c2nn3c(Cn4nnc5ccccc54)nnc3s2)c1
    -1.6	4.4	3.1	0.2	-1.6	-1.0	-0.4	1.3	-5.0
51) CCc1ccc(OCCCN=C(C)c2c(O)n(C)c(=O)n(C)c2=O)cc1
    0.5	8.1	.	1.3	-0.7	-2.2	i	-3.6	19.2
52) O=C(O)c1ccc(NCc2nc3ccccc3n2Cc2ccccc2F)cc1
    1.4	7.2	-2.6	-1.2	2.3	2.2	-0.6	8.5	3.1
53) CCn1c(O)c(N=NC(=O)CNC(=O)Cc2ccccc2)c2ccccc21
    1.1	19.3	0.9	-0.5	-0.9	0.2	-0.1	-0.1	-5.2
54) COc1ccc2nc(NC(=O)c3ccc(NS(=O)(=O)c4cccs4)cc3)sc2c1
    0.7	39.5*	.	0.8	-1.5	21.2	i	-2.0	-5.4
55) NC(=S)N/N=C/c1coc2ccccc2c1=O
    -0.8	6.7	0.0	-0.9	-3.3	-4.4	-0.8	.	-3.9
56) COc1ccc(C2c3c(-c4ccccc4O)n[nH]c3C(=O)N2Cc2ccco2)cc1OC (stereo unspecified)
    2.1	-3.9	0.3	-0.4	-0.9	1.5	-0.5	.	-1.2
57) O=C1C2C3C=CC(C4CC34)C2C(=O)N1Cc1ccco1 (stereo unspecified)
    -0.1	14.0	0.4	-1.5	-3.0	0.1	-0.2	.	-2.0

A different layout for some results above.
| No. | Compound | UGM FP inh | GDH-TPI inh | TcdB inh | PfHsp40 rescue | FadD28 FP inh | Mtb FBA inh | Vc quorum ag | Mtb BioA inh | Y pestis TopoI |
| --- | --- | --- | --- | --- | --- | --- | --- | --- | --- | --- |
| 13 | CC(=O)N1CCOc2ccc(S(=O)(=O)N3CCC(C)CC3)cc21 | -0.1 | 0.0 | 0.6 | -0.3 | -2.5 | 1.0 | -4.6 | 0.9 | -4.4 |
| 14 | Cc1cc(C(=O)N2CCC2(C)C(=O)NS(=O)(=O)c2cccc(OC(F)F)c2)nn1C (stereo unspecified) | . | 7.5 | -4.2 | . | 0.9 | -0.5 | -0.6 | 0.0 | 1.3 |
| 15 | Cc1ccc(/C(O)=C2/C(=O)C(=O)N(CCN3CCOCC3)C2c2cccnc2)cc1 (stereo unspecified) | -3.9 | 33.0* | . | 0.8 | -1.3 | -1.4 | -0.2 | -3.3 | -5.4 |
